MazEF act: activators of E. coli MazEF toxin-antitoxin RNase, primary screen, biochemical, fluorescence, uHTS; AID 504720, 2011; actives 0.32% (n = 350,000); activation, % at 20 µM; FAM/BHQ RNA-DNA oligo cleavage fluorescence, 5 h; in the data active = activation above about 50%
Target sequence (P0AE70 whole entry, looked up): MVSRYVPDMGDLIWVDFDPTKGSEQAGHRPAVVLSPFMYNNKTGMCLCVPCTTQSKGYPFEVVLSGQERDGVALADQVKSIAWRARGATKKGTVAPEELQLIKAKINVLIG
BH1578 lux ind: inducers of Vibrio cholerae quorum light production without autoinducers, primary screen, BH1578 luxS cqsA deficient, single point; V. cholerae BH1578 lux reporter, luminescence, 6 h; activation, % at 18.7 µM; actives 0.16% (n = 350,000); AID 588436, 2011; in the data active = activation mostly above about 9.7%, no sharp cut-off; also: not every result past the cut was called active; inactives centre near 0; reference of the scale not given here
GDH-TPI inh: GDH-TPI coupling enzyme inhibitors, primary screen, artefact control for M. tuberculosis FBA inhibitor project, biochemical, absorbance, full deck. GDH-TPI coupled enzyme counterscreen, NADH absorbance. inhibition, % at 4.8 µM. actives 1.2% (n = 360,000). AID 588335, 2011; in the data active = inhibition above about 30%;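 also: 0% = DMSO wells and 100% = wells lacking the enzyme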
DUSP3 inh: VHR1 phosphatase inhibitors, primary screen, biochemical, absorbance, uHTS; actives 0.52% (n = 290,000); recombinant VHR phosphatase, pNPP absorbance; inhibition, % at 13.3 µM; Dual specificity protein phosphatase 3 (Homo sapiens), P51452; in the data active = inhibition above about 50%; also: some compounds called inactive have numbers as strong as hits
Target sequence (P51452 whole entry, looked up): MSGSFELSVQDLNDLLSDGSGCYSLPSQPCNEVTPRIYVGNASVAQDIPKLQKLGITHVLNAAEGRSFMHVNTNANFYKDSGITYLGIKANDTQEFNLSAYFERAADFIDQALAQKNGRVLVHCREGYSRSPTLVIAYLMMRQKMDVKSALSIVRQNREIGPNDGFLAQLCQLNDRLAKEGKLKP
3CLpro inhibitor: SARS-CoV 3CLpro protease inhibitors, primary screen, biochemical, quenched FRET. actives 0.14% (n = 290,000). inhibition, % at 6 µM. recombinant SARS-CoV 3CLpro, quenched FRET peptide cleavage. Replicase polyprotein 1ab (Severe acute respiratory syndrome coronavirus), P0C6X7. AID 1706, 2009; in the data active = inhibition above about 12%
SSB-PriA inh: inhibitors of Klebsiella pneumoniae PriA binding to SSB C-terminal tail, primary screen, biochemical, AlphaScreen | PriA–SSB C-terminal tail interaction (Klebsiella pneumoniae) | AlphaScreen SSBct-PriA binding, biotinylated peptide | inhibition, % at 33 µM | actives 0.6% (n = 430,000) | AID 1272365, 2023; in the data active = inhibition mostly above about 37%, no sharp cut-off; inactive = mostly below about 20%;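 also: plate controls were negative control peptide for no effect and reference peptide for full effect; strong numbers were not always called active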
FBA Mtb inh: Mtb FBA enzyme inhibitors, primary screen, biochemical, fluorescence, strain H37Rv | inhibition, % at 1 µM | actives 2.3% (n = 360,000) | Fructose-bisphosphate aldolase (Mycobacterium tuberculosis (strain ATCC 25618 / H37Rv)), … | purified M. tuberculosis FBA, fluorescence read-out | AID 588726, 2011; in the data active = inhibition above about 27%;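 also: 0% = vehicle and 100% = reference inhibitor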
BioA inh: M. tuberculosis BioA enzyme inhibitors, primary screen, biochemical, plate reader, single point, HTS; purified M. tuberculosis BioA enzyme; 7,8-diaminopelargonic acid synthase BioA (Mycobacterium tuberculosis); inhibition, % at 9.99 µM; AID 602481, 2012; actives 0.096% (n = 360,000); in the data active = inhibition above about 40%
Mtb UGM inh: M. tuberculosis UGM enzyme inhibitors, primary screen, biochemical, fluorescence polarization, single point | UDP-galactopyranose mutase (Mycobacterium tuberculosis (strain ATCC 25618 / H37Rv)), … | purified UGM, fluorescence polarization probe displacement | inhibition, % at 10 µM | actives 0.06% (n = 320,000); in the data active = inhibition above about 10%, passing the limit was not always enough
Target sequence (P9WIQ1 whole entry, looked up): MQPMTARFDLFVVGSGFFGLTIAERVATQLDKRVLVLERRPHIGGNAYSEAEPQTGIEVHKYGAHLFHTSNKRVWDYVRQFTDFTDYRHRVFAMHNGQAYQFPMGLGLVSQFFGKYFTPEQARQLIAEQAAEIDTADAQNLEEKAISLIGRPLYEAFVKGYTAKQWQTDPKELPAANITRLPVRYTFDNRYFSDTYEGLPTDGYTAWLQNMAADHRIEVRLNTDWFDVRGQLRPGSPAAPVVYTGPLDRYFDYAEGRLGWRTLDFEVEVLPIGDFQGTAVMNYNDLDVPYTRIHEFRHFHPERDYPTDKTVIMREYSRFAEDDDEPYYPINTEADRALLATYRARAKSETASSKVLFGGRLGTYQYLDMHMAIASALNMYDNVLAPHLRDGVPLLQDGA
Rv3671c inh: Rv3671c serine protease inhibitors, primary screen, biochemical, fluorescence polarization, M. tuberculosis H37Rv | actives 0.048% (n = 320,000) | P9WHR9 | inhibition, % at 5.96 µM | AID 2606, 2010; in the data active = inhibition above about 38%;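 also: extracellular domain of Rv3671c used as enzyme; 0% = enzyme with DMSO and 100% = no enzyme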
* = called active by the depositor; i = inactive; x = no result given; + = active, no number; & = joins results of further samples. This is a subset; count on the stated rates, not on these rows.

Structure	MazEF act	BH1578 lux ind	GDH-TPI inh	DUSP3 inh	3CLpro inhibitor	SSB-PriA inh	FBA Mtb inh	BioA inh	Mtb UGM inh	Rv3671c inh
COC(=O)CNc1nc(-c2cccnc2)nc2ccccc12	-5	-0.5	8	33	-7	-4	2	1.2	3.9	3
COc1ccc(-c2nc(CS(=O)CC(=O)NCc3ccco3)c(C)o2)cc1OC (configuration not stated)	4	-0.2	8	25	-5	-3	12	1.8	1.5	-3
C[C@H](CO)N1C[C@H](C)[C@@H](CN(C)C(=O)c2cnccn2)Oc2cc(C#CCC3CCCC3)ccc2S1(=O)=O	5	-0.4	-4	x	x	x	1	1.3&-0.4&-3.3	x	x
O=C(Nc1cccnc1)c1ccc(NC(=O)c2ccco2)cc1	3	-7.1	9	-6	0	8	4	5.5	0.0	-4
O=S1(=O)N=C(N/N=C/c2cccs2)c2ccccc21	9	-0.1	39*	-8	4	x	-3	-0.3	1.4	7
Cc1ccc(Nc2nc(N)c([N+](=O)[O-])c(NCc3ccccc3)n2)cc1	20	-0.4	11	29	2	11	0	-0.6	1.2	-8
CN1C(=O)C(=Cc2ccccc2OCc2ccccc2Cl)C(=O)N(C)C1=O	-8	i	1	0	0	-8	4	x	2.0	-16
O=C(c1ccc(F)cc1)N1C2CCC1CC(O)(c1ccccc1F)C2 (configuration not stated)	-3	i	-1	-10	0	-4	1	2.2	2.8	1
CC(=O)N(c1cccc(C)c1)S(=O)(=O)c1ccc(Cl)cc1	4	-1.6	1	10	-3	-9	-1	-2.1	2.4	0
O=[N+]([O-])c1ccc(O)c(C=NNc2ccc(S(=O)(=O)O)cc2)c1	0	-5.6	52*	x	x	-3	-9	-0.3	x	x
Cc1ccnc(NC(=O)CN2C(=O)c3ccccc3S2(=O)=O)c1	5	i	4	x	x	4&5	-1	-0.5	0.3	-2
Cc1ccc(S(=O)(=O)Nc2nc3ccc(N)cc3s2)cc1	0	-1.5	-4	47	0	3	2	-1.7	0.0	10
C/C(=N/Nc1ccc([N+](=O)[O-])cc1)c1c[nH]c2ccccc12	23	i	-17	27	6	x	-14	0.0	0.0	x
COc1ccc(N2CC(C(=O)Nc3ccc(S(=O)(=O)N4CCCC4)cc3)CC2=O)cc1 (configuration not stated)	-7	-1.5	-4	13	-5	2	0	1.0	3.1	-3
CC(=NCCc1ccccc1)c1c(O)n(C)c(=O)n(C)c1=O	4	i	16	8	3	-3	-3	x	1.1	13
O=C(CCC(=O)N1CCN(c2ccccc2F)CC1)c1ccc(Cl)s1	-7	-3.1	3	x	x	-12	3	3.8	0.9	8
OC(COc1ccc(Cl)cc1)CN1CCN(c2ccccn2)CC1 (configuration not stated)	3	-0.8	1	x	x	-7	-2	x	-1.8	-5
Cc1noc(/C=C/N(C)C)c1S(=O)(=O)N1CCCC(C(=O)NCc2cccs2)C1 (configuration not stated)	-2	1.1	38*	8	1	4	0	-0.9	1.7	-21
CCOC(=O)CC(NC(=O)c1cc2cccc(OC)c2oc1=O)c1cccc([N+](=O)[O-])c1 (configuration not stated)	0	-1.5	19	13	0	5	0	0.4	-1.0	5
O=C(NC1(C(F)(F)F)N=C(c2ccccc2)NC1=O)c1ccccc1F (configuration not stated)	1	i	1	2	0	-8	-4	-3.3	-1.5	8
NC(=O)C1CCN(C(=S)NCc2ccc3c(c2)OCO3)CC1	-2	i	-5	19	3	-13	1	-1.4	2.7	4
CC(C)N(Cc1ccccc1)C(=O)Cn1c(=O)cnc2ccccc21	10	-0.4	17	5	1	-4	1	9.4	1.7	5
Cc1ccc(C(=O)Nc2ccncc2)cc1S(=O)(=O)N1CCCCC1	0	-0.1	12	x	x	x	3	2.2	x	x
CCc1nnc(NS(=O)(=O)c2ccc(N3C(=O)C4CC=C(Cl)CC4C3=O)cc2)s1 (configuration not stated)	-8	-0.2	2	19	-1	6	3	0.6	-0.2	-4
O=C1CN(S(=O)(=O)c2ccccc2Cl)CCN1	5	-0.9	-5	x	x	-22	1	0.1	x	x
CCC(=O)N1CCC2(CC1)Oc1ccc(Cl)cc1C(=O)C21CC(c2cccnc2)=NO1 (configuration not stated)	2	-1.6	20	30	x	-16	6	-3.3	1.6	-8
O=C(Cn1cnc2c(nnn2-c2ccccc2)c1=O)N1CCOCC1	8	-0.1	3	6	0	-3	3	-0.4	0.9	-7
CCOc1ccc(Cn2nnc(C(=O)Nc3ccc(OC)cc3OC)c2N)cc1	-7	-0.4	5	49	2	-8	3	-1.6	-1.0	-7
CCOC(=O)C1CCCc2c1[nH]c1c(C(N)=O)cccc21 (configuration not stated)	3	-0.6	4	4	2	13	4	x	-2.7	2
Cc1cnc(C(=O)OC(C)C(=O)Nc2ccccc2-c2ccccc2)cn1 (configuration not stated)	6	i	5	x	x	-1	0	0.5	-0.9	3

Part of the list above, with values under each structure:
Values run as follows: MazEF act, BH1578 lux ind, GDH-TPI inh, DUSP3 inh, 3CLpro inhibitor, SSB-PriA inh, FBA Mtb inh, BioA inh, Mtb UGM inh, Rv3671c inh
CC(=O)N(c1cccc(C)c1)S(=O)(=O)c1ccc(Cl)cc1
  4, -1.6, 1, 10, -3, -9, -1, -2.1, 2.4, 0
O=[N+]([O-])c1ccc(O)c(C=NNc2ccc(S(=O)(=O)O)cc2)c1
  0, -5.6, 52*, x, x, -3, -9, -0.3, x, x
Cc1ccnc(NC(=O)CN2C(=O)c3ccccc3S2(=O)=O)c1
  5, i, 4, x, x, 4&5, -1, -0.5, 0.3, -2
Cc1ccc(S(=O)(=O)Nc2nc3ccc(N)cc3s2)cc1
  0, -1.5, -4, 47, 0, 3, 2, -1.7, 0.0, 10
C/C(=N/Nc1ccc([N+](=O)[O-])cc1)c1c[nH]c2ccccc12
  23, i, -17, 27, 6, x, -14, 0.0, 0.0, x
COc1ccc(N2CC(C(=O)Nc3ccc(S(=O)(=O)N4CCCC4)cc3)CC2=O)cc1 (configuration not stated)
  -7, -1.5, -4, 13, -5, 2, 0, 1.0, 3.1, -3
CC(=NCCc1ccccc1)c1c(O)n(C)c(=O)n(C)c1=O
  4, i, 16, 8, 3, -3, -3, x, 1.1, 13
O=C(CCC(=O)N1CCN(c2ccccc2F)CC1)c1ccc(Cl)s1
  -7, -3.1, 3, x, x, -12, 3, 3.8, 0.9, 8
OC(COc1ccc(Cl)cc1)CN1CCN(c2ccccn2)CC1 (configuration not stated)
  3, -0.8, 1, x, x, -7, -2, x, -1.8, -5

Next entries:
Structure	MazEF act	BH1578 lux ind	GDH-TPI inh	DUSP3 inh	3CLpro inhibitor	SSB-PriA inh	FBA Mtb inh	BioA inh	Mtb UGM inh	Rv3671c inh
CCOc1ccc2oc(C(=O)NNC(=O)c3csc(N4CCOCC4)n3)c(C)c2c1	4	-0.3	18	20	3	-7	8	-0.6	-2.0	-4
COc1ccc(S(=O)(=O)NC(CC(=O)NCC2CCCO2)c2ccco2)cc1 (configuration not stated)	-2	i	5	-13	8	-16	2	-1.6	1.8	1
Cc1ccc(-c2cc(C(F)F)n3ncc(C(=O)N4CCN(c5ccccn5)CC4)c3n2)cc1	4	-0.1	9	2	-6	-5	4	0.0	-2.3	7
O=S(=O)(c1ccccc1)c1nc(-c2ccco2)oc1NCCCN1CCOCC1	10	3.6	4	-29	-9	-11	1	1.8	-0.6	5
CCCn1c(N)c(C(=O)CSc2nnc(N)s2)c(=O)[nH]c1=O	-5	i	-3	x	x	-3	4	-1.1	0.7	-1
O=C(NCc1cccnc1)c1cccc(S(=O)(=O)NCc2ccccc2)c1	0	0.0	-6	x	x	1	-1	x	0.2	3
CN(c1ccc(C(=O)NC2CC3CCC2C3)cc1)S(C)(=O)=O (configuration not stated)	-2	i	8	14	2	-6	2	0.1	1.2	-9
O=C(NCCS(=O)(=O)N1CCN(c2ccc(F)cc2)CC1)c1ccc2c(c1)OCO2	4	-1.6	-9	x	x	-1&-2&-20	-2	8.8	-1.3	1
Cc1cccc(-n2c(C)cc(/C=N/NC(N)=S)c2C)c1	15	-0.6	17	-8	-3	x	0	-1.1	1.7	3
COc1ccc(Cl)cc1NC(=O)c1[nH]nc(OC)c1[N+](=O)[O-]	5	i	19	38	0	6	1	x	-2.1	6
CCS(=O)(=O)Nc1ccc(C2=NN(C(C)=O)C(c3cccs3)C2)cc1 (configuration not stated)	2	i	12	14	6	11	+	x	-0.8	-6
Cc1cc(SCC(=O)N/N=C/c2ccco2)nc2ccccc12	4	i	4	25	4	x	1	x	2.0	1
C[C@]12CC[C@H](O)C[C@@H]1CC[C@@H]1[C@@H]2CC[C@]2(C)C(=O)CC[C@@H]12	5	i	-3	13	0	-9	3	1.0	-2.8	-5
O=C1NC2CCc3nc4ccccc4c(=O)n3C2=Nc2ccccc21 (configuration not stated)	-8	-0.7	-3	16	-2	-5	1	-1.0	2.6	-2
COC(=O)C1=C(CSCc2ccco2)NC(=O)NC1c1cc(C)ccc1C (configuration not stated)	1	-0.5	1	4	1	2	-2	-0.7	-1.1	2
O=C(CNCc1ccccc1Cl)Nc1ccc(C(=O)N2CCCCC2)cc1	7	i	2	39	-3	-5	0	0.8	1.3	-1
Cc1ccc(NC(=O)NNC(=O)c2cc3ccccc3cc2O)cc1C	-5	-3.6	8	24	6	-4	0	0.4	-3.5	-3
CS/C(=N\S(=O)(=O)c1cccs1)Nc1ccc(Br)cc1F	-1&2	0.8&-0.3	10&-2	-4	-2	x	2&0	0.9&-0.7	0.3	-3
O=C(N/N=C/c1ccc(OC(=O)c2ccco2)cc1)c1ccc[n+]([O-])c1	5	-0.9	36*	x	x	x	-2	3.3	-1.1	9
O=C(COC(=O)Cc1ccc(Cl)c(Cl)c1)NCc1ccco1	1	i	6	x	x	6	-1	x	-2.5	-1
CCN(CCO)c1ccc(-n2c(N)c(C(=O)OC)c3nc4ccccc4nc32)cc1	3	0.6	18	44	-10	1	6	0.3	-0.6	-10
CCC(=O)Nc1nc2ccccc2n1Cc1ccccc1C	2	i	4	-2	-8	-13	6	1.1	2.9	13
Cc1ccc(C2CC(c3ccco3)n3ncnc3N2)cc1 (configuration not stated)	8	-0.4	-5	9	5	-1	1	0.1	-0.4	8

Screening data from PubChem.
